Bioassay records (PubChem BioAssay)
M1 ag parental – counter-screen for M1 agonists: effect in parental CHO-K1 cells; 360,000 compounds, 0.48% hits; activation, % at 3 µM; Fluo-8 calcium fluorescence; scaled to maximal ATP response, vehicle zero; in the data active means activation above about 15%;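 further: untransfected CHO-K1 host cells lacking M1 receptor as counterscreen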
CHO parental Ca – counter-screen: ATP calcium response change in parental CHO cells; parental CHO-K1, ATP-induced calcium, Fluo-8 fluorescence; inhibition, % at 5.6 µM; 330,000 compounds, 0.63% hits; AID 463079;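 active means inhibition above that plate's mean sample inhibition plus 3 SD, cut at about 26% in these data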;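 further: 0% = ATP-challenged DMSO wells and 100% = DMSO wells without ATP; some compounds past the cut are filed as inactive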
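Test system: untransfected parental CHO cell line; also added: ATP stimulus; dosing: 5.6 µM, single dose; signal: calcium-sensitive Fluo-8 fluorescence; measure: percent inhibition of ATP-evoked calcium rise, normalized to controls; benchmarks: low control ATP plus DMSO, high control DMSO only; replication: one well per compound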
TAAR1 antag – human TAAR1 antagonism; CHO RD-HGA16 TAAR1, Fluo-8 calcium fluorescence, antagonist; inhibition, % at 3 µM; 360,000 compounds, 1.5% hits; AID 624466;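 active means inhibition above a per-plate cutoff, the mean inhibition of test compounds on that plate plus 3 SD, cut at about 49% in these data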;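 further: 0% = DMSO plus EC80 beta-PEA response and 100% = DMSO alone without agonist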
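System: CHO RD-HGA16 cells bearing hTAAR1. Reagent: EC80 β-phenethylamine stimulus. Schedule: seeding 17-24 h prior, 75-min 37 °C, 30-min RT dye loading. Signal: Fluo-8 intracellular calcium dye fluorescence, real-time kinetic reads. Read-out: % inhibition from peak post-agonist over basal fluorescence ratio. Benchmarks: vehicle wells and EC80 agonist wells. Replicates: n of 1.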
V1aR counter – activates human V1a receptor in oxytocin agonist counter-screen; P37288; CHO-V1R cells, Fluo-8 calcium fluorescence, agonist mode; 0% DMSO, 100% 3 nM vasopressin; activation, % at 3 µM; 320,000 compounds, 0.25% hits;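 active means activation above the mean activation of all tested compounds plus 3 SD, per screening run, cut at about 20% in these data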;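 further: signal is peak over basal fluorescence ratio across a 100 second FLIPR read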
Target sequence (P37288 whole entry, looked up): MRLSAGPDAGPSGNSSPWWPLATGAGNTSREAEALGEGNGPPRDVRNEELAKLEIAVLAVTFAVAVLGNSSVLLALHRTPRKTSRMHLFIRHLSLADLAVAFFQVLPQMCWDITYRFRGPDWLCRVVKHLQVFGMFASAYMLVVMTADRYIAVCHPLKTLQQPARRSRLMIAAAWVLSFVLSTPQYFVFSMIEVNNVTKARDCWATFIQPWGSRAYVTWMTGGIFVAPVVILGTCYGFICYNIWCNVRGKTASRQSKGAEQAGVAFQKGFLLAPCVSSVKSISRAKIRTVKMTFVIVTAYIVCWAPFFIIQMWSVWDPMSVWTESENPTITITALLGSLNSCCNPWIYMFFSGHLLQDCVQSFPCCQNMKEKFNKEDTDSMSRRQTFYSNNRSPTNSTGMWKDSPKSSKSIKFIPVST
CHRM1 agonist – agonists of human M1 muscarinic receptor; CHO-K1 hM1, Fluo-8 calcium fluorescence, agonist mode; 0% DMSO, 100% acetylcholine EC100; activation, % at 3 µM; 360,000 compounds, 0.33% hits; AID 588814;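 active means activation above the run's mean compound activation plus 3 SD, cut at about 16% in these data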;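 further: peak over basal fluorescence ratio within a 140 s kinetic read after compound addition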
Target sequence (P11229 whole entry, looked up): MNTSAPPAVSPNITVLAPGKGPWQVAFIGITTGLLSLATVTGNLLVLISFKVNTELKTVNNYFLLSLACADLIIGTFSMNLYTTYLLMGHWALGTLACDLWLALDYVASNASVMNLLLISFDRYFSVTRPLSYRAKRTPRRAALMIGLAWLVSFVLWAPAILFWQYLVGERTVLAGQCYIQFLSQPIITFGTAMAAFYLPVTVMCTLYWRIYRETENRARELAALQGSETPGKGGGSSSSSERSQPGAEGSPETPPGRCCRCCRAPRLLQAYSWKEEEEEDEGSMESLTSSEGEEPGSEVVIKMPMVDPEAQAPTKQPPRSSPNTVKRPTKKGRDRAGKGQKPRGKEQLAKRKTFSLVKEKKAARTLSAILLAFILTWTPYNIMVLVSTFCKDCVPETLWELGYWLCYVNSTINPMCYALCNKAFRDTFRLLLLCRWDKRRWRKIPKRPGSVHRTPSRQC
M1 PAM parental – nonselective activator or artifact in parental CHO-K1 calcium assay; AID 602247; activation, % at 3 µM; ATP EC20, Fluo-8 calcium fluorescence; 0% at ATP EC20, 100% at ATP max; 360,000 compounds, 0.02% hits;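 active means activation above the run cutoff, the mean activation of all test compounds plus 3 SD, cut at about 40% in these data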;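 further: peak over basal fluorescence ratio in a 140 s read after ATP addition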
TAAR1 ag – agonists of human TAAR1. Q96RJ0. CHO RD-HGA16 TAAR1, Fluo-8 calcium fluorescence; vehicle wells 0%, saturating PEA agonist 100%. activation, % at 3 µM. 360,000 compounds, 0.99% hits. AID 624467;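 active means activation above the mean activation of all test compounds in the run plus 3 SD, cut at about 38% in these data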
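Repeats: no replicates (n 1) | Material: CHO-derived RD-HGA16 cells with stable Gα16 and human TAAR1 | Technique: Kinetic Fluo-8 calcium fluorescence | Schedule: 17-24 h seeding, 75 min 37 °C dye, 30 min RT | Evaluation: % activation from peak over basal fluorescence ratio, DMSO-to-PEA scaled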
OXTR potentiator – human OXTR potentiation. activation, % at 3 µM. CHO-OTR cells, Fluo-8 calcium fluorescence, potentiator mode; 0% = oxytocin EC15, 100% = EC100. 320,000 compounds, 0.061% hits. P30559;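 active means activation above that plate's cutoff, the mean activation of tested compounds plus 3 SD, cut at about 6.6% in these data, passing the limit was not always enough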;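 further: 100% uses oxytocin at 75 nM as the full agonist control; some results filed as inactive read as strong as hits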
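Dosing: Single dose, 3.0 µM nominal final compound concentration | Material: Human OTR in CHO cells | Technique: Kinetic Fluo-8 calcium fluorescence | Benchmarks: EC15 oxytocin alone as 0%, 75 nM oxytocin as 100% | Probe or stimulus: Oxytocin at about EC15, sub-maximal agonist stimulus | Incubation: Compound 6 min at room temperature before oxytocin, 100 s read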
CHO-K1 Ca antag – nonselective inhibitor or artifact in parental CHO-K1 cells. 360,000 compounds, 0.6% hits. ATP-induced calcium, Fluo-8 fluorescence. AID 602250. inhibition, % at 3 µM;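 active means inhibition above a per-plate cutoff, the plate's mean sample inhibition plus 3 SD, cut at about 24% in these data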;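 further: 0% = DMSO plus EC80 ATP and 100% = DMSO alone without ATP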
An asterisk follows results filed as active; · = no result given.

mol | V1aR counter | M1 ag parental | CHO-K1 Ca antag | CHRM1 agonist | M1 PAM parental | TAAR1 ag | OXTR potentiator | CHO parental Ca | TAAR1 antag
Cc1cc(=O)[nH]c(SCCc2ccccc2)n1 | 1.1 | -0.3 | 4 | -1 | -16 | -1 | 1 | -8 | 4
CCc1ccc(CC2(O)CC(C)N(C)CC2C)cc1 (configuration not stated) | 0.2 | 0.0 | -6 | -7 | 10 | 3 | 0 | -4 | -3
Cc1cc(C)c2nc(N(CCCN(C)C)C(=O)c3ccc(S(=O)(=O)N4CC(C)OC(C)C4)cc3)sc2c1 (configuration not stated) | 2.1 | 0.9 | 2 | -8 | -22 | 17 | -12 | -1 | 4
O=C(NCc1ccco1)C1CCCN1C(=O)NCc1ccccc1 (configuration not stated) | 0.1 | -0.1 | 15 | -3 | -8 | 1 | -13 | -14 | -20
CCOC(=O)c1cc(-c2ccccc2)nn1CC1CC(c2cccc([N+](=O)[O-])c2)=NO1 (configuration not stated) | -0.1 | 0.0 | -12 | -2 | 11 | 13 | -21 | -30 | 26
CCCn1c(N)c(N(CCOC)C(=O)C2CCCC2)c(=O)[nH]c1=O | 1.8 | 0.0 | -5 | -1 | 3 | 4 | 3 | -11 | 9
COCCCNC(=S)NNC(=O)c1cccnc1 | 1.1 | 0.3 | -7 | -4 | 19 | 6 | 2 | -2 | 11
Cc1cnc(C(=O)OCc2cc(=O)n3c(C)cccc3n2)cn1 | 0.3 | -0.2 | 6 | 0 | 5 | 0 | 3 | -4 | 14
COc1ccccc1CNC(=O)CCC(=O)N1CCOc2ccc(Cl)cc21 | -0.2 | 1.2 | -22 | -7 | 22 | 0 | -6 | -14 | -1
Cc1ccc(-c2c(C)sc3ncn(CC(=O)N4CCOCC4)c(=O)c23)cc1C | 0.9 | 0.6 | -23 | -3 | 16 | 0 | -3 | -20 | -26
S=C(Nc1ccccc1)N1CCCN1c1ccccc1 | 0.7 | 2.1 | -17 | -5 | 8 | 0 | -6 | -11 | -12
O=C(Nc1nnc(-c2cccs2)o1)c1ccc(S(=O)(=O)N2CCOCC2)cc1 | -0.6 | 0.5 | 1 | -5 | 12 | 8 | -6 | -14 | 6
NC(=O)C1=C[C@@H](C2CCCCC2)C[C@@H](OCc2ccc(CO)cc2)O1 | 8.0 | 4.2 | 0 | 4 | 8 | 8 | -13 | -1 | 7
Cc1ccc(C(=O)CSc2ccc(-c3ccncc3)nn2)cc1 | 7.2 | 6.0 | -15 | -1 | 17 | 6 | -6 | -10 | 3
c1ccc(-c2nnnn2-c2ccccn2)cc1 | · | 0.0 | -10 | -2 | 12 | 1 | · | · | 1
COc1ccccc1N(CC(=O)NC1CCCCC1)C(=O)CCC(=O)Nc1nccs1 | -0.6 | 0.7 | -3 | -2 | -3 | 7 | -10 | -24 | -6
Cc1ccc(OCC(=O)N2c3ccccc3CC2C)c([N+](=O)[O-])n1 (configuration not stated) | 0.2 | 0.6 | -5 | -1 | 9 | 3 | -4 | -18 | 11
COc1ccc(Cc2nnc(Nc3ccc(C)cc3)o2)cc1OC | 5.1 | -0.1 | -3 | -5 | 3 | 10 | -7 | -18 | 4
CCOC(=O)C1CCN(C(C)=C2C(=O)c3ccccc3C2=O)CC1 | -1.5 | -0.2 | 4 | 4 | -2 | 5 | -6 | -2 | -11
N/C(=N\NC(=O)c1sccc1OCc1ccc(Cl)cc1Cl)c1ccccn1 | 5.3 | 3.1 | -13 | -5 | 38 | 4 | -7 | -39 | 19
O=C(CCC1CCCN(C(=O)C2CCCC2)C1)NCc1ccc(F)c(F)c1 (configuration not stated) | -1.4 | -0.3 | -11 | -11 | 17 | 2 | 2 | -5 | -7
CC(C)N1CCC1(C)C(=O)Nc1ccc2cn[nH]c2c1 (configuration not stated) | · | -0.2 | 12 | -2 | -5 | 1 | · | · | -10
COc1ccc(Br)cc1/C=C\C(=O)NCc1cccnc1 | -0.2 | 3.6 | 7 | -9 | 3 | 4 | -13 | -13 | -3
CCOC(=O)N1CCN(S(=O)(=O)c2cccc3nonc23)CC1 | -0.2 | 0.4 | -4 | -3 | 5 | 9 | -9 | -16 | -6
COc1ccc(-c2noc(CN(C)C(=O)c3ccco3)n2)cc1 | 2.4 | 3.9 | -12 | -2 | 9 | -1 | -3 | 1 | 11
CCCCC(=O)NC(NC(=O)CCCC)c1ccc(OCC(C)C)c(OC)c1 | 1.2 | -0.6 | 4 | 0 | 6 | 1 | -2 | -3 | -3
COc1ccc(CCNC(=O)C2CCN(C(=O)c3ccc(F)cc3)CC2)cc1 | -0.3 | 0.8 | 0 | 1 | -7 | 0 | -1 | -4 | -18
CN(CC(=O)Nc1ccc(F)c(F)c1F)C(=O)c1ccc2c(c1)OCCO2 | 0.0 | -0.1 | 0 | -2 | 16 | 2 | -13 | 7 | -19
COc1ccc(NC(=O)CSc2nnc(-c3cccnc3)n2Cc2ccco2)c(OC)c1 | · | -0.2 | 8 | -4 | 5 | -3 | · | · | -1
CCOc1ccc(NC(=O)Nc2cccn(Cc3ccccc3)c2=O)cc1 | 1.7 | 4.3 | -9 | -2 | -16 | 4 | -19 | -14 | -6
CN(C)S(=O)(=O)c1ccc(C(=O)NCCc2ccco2)cc1 | -0.5 | 0.4 | 1 | -1 | -4 | 2 | -8 | -5 | 1
O=C(NCCc1ccccn1)c1ccc(NS(=O)(=O)c2ccc(F)cc2)cc1 | 0.7 | 0.1 | 7 | -4 | -10 | 2 | 3 | -16 | -5
COCCN(CCOC)Cc1c(O)ccc2c1O/C(=C\c1ccco1)C2=O | 2.3 | 0.9 | -4 | 2 | -32 | 5 | -1 | 0 | -3
Cn1nnnc1SCC(=O)N1CCN(C(c2ccccc2)c2ccccc2)CC1 | -0.3 | 0.6 | 0 | -6 | 9 | 4 | -9 | -4 | -21
CCOC(=O)c1cc([N+](=O)[O-])sc1N | -0.6 | 0.5 | -6 | -7 | 11 | 1 | -13 | 4 | -13
CCCS(=O)(=O)N1CCCC(C(=O)N2CCN(c3ccccn3)CC2)C1 (configuration not stated) | 0.5 | 0.7 | -7 | -5 | 18 | 11 | 2 | -9 | 24
Cn1nc(Cc2n[nH]c(=S)n2C)c2ccccc2c1=O | -0.6 | 1.5 | -4 | -4 | 15 | 9 | -18 | -11 | -6
COc1ccc(NC(=O)CN2C(=O)NC3(CCCc4ccccc43)C2=O)c(OC)c1 (configuration not stated) | 0.0 | 0.8 | -4 | -2 | -4 | 6 | -6 | -18 | 7
O=C(NCCN1CCC(Cc2ccccc2)CC1)C1CCN(S(=O)(=O)N2CCC3(CC2)OCCO3)CC1 | 0.2 | 1.2 | -11 | -5 | 8 | 1 | 2 | -21 | -7
C[C@H](NC(=O)[C@H](Cc1ccccc1)NC(=O)c1cc2cc(Cl)ccc2n1C)C(=O)O | 0.8 | -0.1 | 13 | -4 | -10 | -1 | -5 | 3 | -7
CCCCOc1ccc(Cl)cc1CSc1nnc(C)n1N | -0.7 | 0.7 | -11 | -6 | 30 | 11 | -3 | -14 | 5
Cn1cc(/C=C/C(=O)N2CCCC(C(=O)c3ccc(C(F)(F)F)cc3)C2)cn1 (configuration not stated) | 0.4 | 0.1 | -4 | -9 | 12 | 6 | -3 | -7 | -4
CCC/C(O)=C1\C(=O)CC(c2ccccc2)CC1=NCCc1c(C)[nH]c2ccc(C)cc12 (configuration not stated) | -0.8 | 0.7 | -1 | -6 | 9 | 0 | -6 | -18 | 7
Cc1cc(C)c(C(=O)c2ccc(C(=O)N(C(C)C)C(C)C)cc2)c(C)c1 | -1.8 | 0.5 | 0 | -4 | -9 | 12 | -7 | -25 | 7
CCCC(=O)NC(=S)N1CCN(c2ccc([N+](=O)[O-])cc2)CC1 | 1.5 | -0.2 | 25* | -4 | -11 | -1 | -5 | -9 | -11
O=C(NCCCN1CCOCC1)c1cc(-c2ccco2)nc2ccccc12 | 1.4 | 0.6 | -8 | -2 | 9 | 16 | -1 | -9 | -4
Cc1noc(NS(=O)(=O)c2ccc(NC(=O)c3cc(S(=O)(=O)N(C)c4ccccc4)ccc3Cl)cc2)c1C | · | 0.1 | -7 | -7 | -1 | 5 | · | · | -11
Cc1ccc(C2=NN(CCC#N)C(=O)CO2)cc1 | 0.5 | -0.6 | 1 | -2 | -7 | 1 | -5 | -14 | -5
CN1CCN(C(=O)c2cc(=O)c3cc(Cl)ccc3o2)CC1 | 0.5 | 0.3 | -5 | -6 | 0 | 4 | -3 | 6 | -3
CCSc1nnc2c(Cl)cc(Cl)cn12 | -1.1 | -0.1 | -3 | -3 | 9 | 1 | -4 | 1 | -9

Next part.
mol | V1aR counter | M1 ag parental | CHO-K1 Ca antag | CHRM1 agonist | M1 PAM parental | TAAR1 ag | OXTR potentiator | CHO parental Ca | TAAR1 antag
O=C1NC(=Nc2cccc([N+](=O)[O-])c2)SC1(CO)CO | 0.0 | 1.3 | -8 | -4 | 10 | 7 | -13 | 0 | -19
CN(C(=O)CSc1cccc[n+]1[O-])C1CCCCC1 | 0.3 | -0.3 | 2 | 0 | -12 | 1 | -6 | -4 | -23
CC(=O)c1cccc(NC(=S)NC(=O)CC(C)(C)C)c1 | -0.5 | 1.2 | -6 | -6 | 13 | 6 | -6 | -10 | 11
CC(C)NS(=O)(=O)c1ccc(CCC(=O)N2CCCCC2)cc1 | 0.8 | 3.6 | 2 | -10 | 22 | 2 | -9 | 13 | 4
CCOC(=O)c1c(-c2ccccc2)csc1N1C(=O)Nc2ccccc2N1O | -0.8 | -0.4 | 3 | -6 | -10 | 4 | -4 | -2 | -13
CCOC(=O)C1=C[C@@H](C(C)(C)C)N(S(=O)(=O)c2ccc([N+](=O)[O-])cc2)[C@H]1c1ccccc1 | · | 1.4 | 11 | -2 | 13 | 2 | · | · | -6
Cc1cc(C)c(S(=O)(=O)N2CCN(C)CC2)c(C)c1 | 1.3 | -0.2 | 9 | -6 | -10 | 20 | 1 | -7 | -5
Cc1nnc(SCC(=O)Nc2nc3c(s2)CC(C)CC3)s1 (configuration not stated) | 8.2 | 4.6 | -11 | 2 | 17 | 3 | -17 | 6 | -15
